Assay outcomes deposited in PubChem BioAssay by National Center for Advancing Translational Sciences (NCATS).
GLP-1R inv ag = GLP-1 receptor (human) inverse agonism; 410,000 tested, 1.6% active; P43220; AID 624417; Potency, µM (highest dose often 38.3 µM), for the others: at the highest dose activity change, negative = inhibition, usual class: inhibitors; HEK293 GLP-1R CRE-luciferase, luminescence, 24 h; GLP-1R form is constitutively active; also: potency is read from the fitted curve at half-maximal effect; % is scaled to controls: 0 for no effect and ±100 for the full control effect; nearly all actives have a fitted effect of over 55% in size
Target sequence (P43220 whole entry, looked up): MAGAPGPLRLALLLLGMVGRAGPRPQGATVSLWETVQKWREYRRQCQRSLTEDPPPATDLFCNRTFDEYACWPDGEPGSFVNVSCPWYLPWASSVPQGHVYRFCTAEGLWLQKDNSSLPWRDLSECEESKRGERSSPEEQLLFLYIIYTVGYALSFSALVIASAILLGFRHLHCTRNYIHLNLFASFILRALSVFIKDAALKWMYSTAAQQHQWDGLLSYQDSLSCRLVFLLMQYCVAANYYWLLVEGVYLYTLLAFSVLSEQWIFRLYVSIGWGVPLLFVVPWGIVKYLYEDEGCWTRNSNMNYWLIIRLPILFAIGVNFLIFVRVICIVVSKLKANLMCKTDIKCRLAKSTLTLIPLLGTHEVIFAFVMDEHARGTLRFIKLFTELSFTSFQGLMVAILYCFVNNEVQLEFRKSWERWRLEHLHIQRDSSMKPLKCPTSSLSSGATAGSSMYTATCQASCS
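Cells are plated, allowed 12 hours at 37 deg C, then treated with compounds for 24 hr before luciferase detection reagent is added and luminescence is read after 12 min at room temperature. The HEK293 line carries constitutively active GLP-1R with a cAMP-responsive reporter.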
WRN inhibitor = inhibitors of human WRN helicase. Q14191. Potency, µM (series often up to 114 µM), inactives show top-dose activity change, negative = inhibition, hits mostly inhibitors. WRN helicase unwinding, fluorescent forked duplex, kinetic. 360,000 tested, 0.46% active; also: potency is read from the fitted curve at half-maximal effect; % is scaled to controls: 0 for no effect and ±100 for the full control effect; nearly all actives have a fitted effect of over 55% in size
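Kinetic fluorescence helicase assay: unwinding of a quenched forked DNA duplex (100 nM final) with 2 mM ATP final raises red fluorescence (525/598 nm). Compounds sat 15 min at room temperature with 20 nM WRN beforehand.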
IL-2 act = activators of IL-2; IL-2 activation reporter assay, cell-based qHTS; stimulated with anti-CD3/CD4/CD28 beads; in transgenic mouse T cells; 360,000 tested, 0.065% active; AID 652025; activation, % (series mostly up to about 46 µM); in the data active = activation above about 50%; inconclusive = mostly about 30% to 49%; also: 0% is about no effect
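Readout: EGFP and DsRed signals by fluorescent plate cytometry. Unstimulated transgenic mouse T cells received compound 60 min before antibody-bead stimulation, then incubated 18 h at 37 degrees C.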
PLK1 PBD block = inhibitors of human PLK1 polo-box domain binding; 360,000 tested, 2.8% active; Plk1 PBD binding of FITC phosphopeptide, fluorescence polarization; P53350; AID 720504; Potency, µM, for inactives: max response, negative = inhibition, actives largely listed as inhibitors; also: potency is read from the fitted curve at half-maximal effect; series mostly up to about 57 µM; % is scaled to controls: 0 for no effect and ±100 for the full control effect; nearly all actives have a fitted effect of over 65% in size
Target sequence (P53350 whole entry, looked up, the tested form may be a part): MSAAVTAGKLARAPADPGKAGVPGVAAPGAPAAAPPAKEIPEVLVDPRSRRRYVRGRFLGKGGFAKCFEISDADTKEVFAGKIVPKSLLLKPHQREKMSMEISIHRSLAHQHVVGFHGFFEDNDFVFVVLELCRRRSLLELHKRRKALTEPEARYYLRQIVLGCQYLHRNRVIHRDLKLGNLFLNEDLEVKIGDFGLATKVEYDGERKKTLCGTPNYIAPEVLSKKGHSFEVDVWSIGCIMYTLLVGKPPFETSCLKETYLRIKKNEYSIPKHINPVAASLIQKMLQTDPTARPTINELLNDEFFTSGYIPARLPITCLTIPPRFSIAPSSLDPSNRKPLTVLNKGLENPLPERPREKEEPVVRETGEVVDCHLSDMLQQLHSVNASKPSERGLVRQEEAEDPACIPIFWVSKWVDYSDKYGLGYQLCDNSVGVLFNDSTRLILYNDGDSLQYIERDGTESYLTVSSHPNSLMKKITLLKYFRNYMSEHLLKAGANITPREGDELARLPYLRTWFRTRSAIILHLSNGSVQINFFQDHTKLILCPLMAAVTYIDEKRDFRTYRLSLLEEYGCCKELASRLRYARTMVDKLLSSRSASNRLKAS
PI5P4K alpha inh = blocks human PI5P4K alpha kinase activity. P48426. PI5P4Kalpha enzyme, ADP-Glo luminescence, 60 min; stronger effect = lower value. max response, %. 330,000 tested, 1.2% active. AID 652105; active = max response of -50% or lower; inconclusive = between -30% and -50%; inactive = -30% or higher; also: value at the top dose of about 77 µM; % is scaled to controls: 0 for no effect and ±100 for the full control effect
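Enzyme plus substrate dispensed, test compounds pinned in, then ATP (5 microM final) added. After 60 min at RT, ADP-Glo reagent 1 for 45 min and reagent 2 for 30 min preceded luminescence imaging.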
D3 ag = agonists of human D3 dopamine receptor; max activation, %; D3R DiscoveRx beta-arrestin cells, luminescence, 90 min; P35462; AID 652048; 410,000 tested, 0.58% active; in the data active = max activation above about 30%; also: 0% is about no effect; mostly tested at two doses, the higher about 12 µM
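Cells at 1500/well, incubated overnight, then treated with pinned compounds (dopamine as control) for 90 min at 37 degrees C. DiscoveRx reagent added for 30 - 60 minutes at room temperature; luminescence read.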
GLP1R ag = GLP-1 receptor (human) agonism; HEK293 GLP-1R CRE-luciferase, luminescence, 4-6 h; cells express a hypersensitive GLP-1R form; Potency, µM (highest dose often 45.6 µM), inactives show top-dose activation, hits mostly activators; P43220; 380,000 tested, 0.007% active; also: potency is read from the fitted curve at half-maximal effect; % of control where 0% means no effect
D3 antag = D3 dopamine receptor (human) antagonism. D3R cells, DiscoveRx beta-arrestin luminescence, antagonist mode; stronger effect = lower value. max response, negative = inhibition, %. 360,000 tested, 2.5% active; in the data active = max response below about -50%; inconclusive = no clear call, values can overlap the other calls; also: % is scaled to controls: 0 for no effect and ±100 for the full control effect; mostly tested at two doses, the higher about 12 µM
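Cells plated overnight at 1500 cells/well, then exposed to library compounds with dopamine controls for 90 minutes at 37 degrees C. DiscoveRx reagent added for 30–60 minutes at room temperature; luminescence read, quantitative HTS format.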
GLP1R cytotox = cytotoxic in the GLP-1 receptor inverse agonist counter-screen; Potency, µM (highest dose often 38.3 µM), for inactives: at the highest dose activity change, negative = inhibition, most hits filed as inhibitors; HEK293 cAMP-luciferase reporter cells, luminescence, 24 h; 410,000 tested, 0.13% active;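 also: loss of luciferase light is scored as toxicity; potency is read from the fitted curve at half-maximal effect; % is scaled to controls: 0 for no effect and ±100 for the full control effect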
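Cells in DMEM/10% Nu serum/1% pen-strep, 1536-well format. Pre-incubated 12 h, dosed with 23 nL compound, incubated a further 24 h. Luciferase detection, 12 min at room temp, luminescence.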
Starred values were filed as active, the others as inactive; ? = inconclusive; / = not tested or not shown; [ ] = dose if it differs, or a comment. Unless noted, calls follow the shape of the dose curve; as a rule, active = well fitted curve in the direction sought with a large enough effect; inconclusive = small, poorly fitted or top-dose-only effect, or another doubt; inactive = no such curve, though single readings can be large; an effect the other way counts as inactive or inconclusive.

SMILES,GLP-1R inv ag,WRN inhibitor,IL-2 act,PLK1 PBD block,PI5P4K alpha inh,D3 ag,GLP1R ag,D3 antag,GLP1R cytotox
O=S(=O)(NCc1ccccc1)c1ccc(-n2cccn2)cc1,18%,5%,0.0,7%,-7,-3,14%,-5,7%
Cc1cc(C)n2nc(SCC(=O)N3CC(C)CC(C)C3)nc2n1 (configuration not stated),28%,-18%,1.2,3%,-5,1,-2%,-20,-3%
O=C(Nc1ccc(-c2n[nH]c(=S)o2)cc1)c1ccccc1Cl,10%,2%,-0.9,-17%,?,3,-2%,7,3%
Cc1cc(N=CC2=C(O)CC(C)(C)CC2=O)no1,-9%,4%,0.5,-4%,3,-7,-7%,-11,-19%
CCc1ccccc1NC1=NCC(=O)N1Cc1ccc2c(c1)OCO2,?,-10%,1.0,30µM*,-11,3,28%,2,1%
CCC(C)n1c(SCC(=O)NCc2ccco2)nnc1-c1cccc(S(=O)(=O)N2CCOCC2)c1 (configuration not stated),25%,-26%,-4.7,-10%,4,-11,1%,10,1%
O=C(c1cc(=O)c2cc(Cl)ccc2o1)N1CCN(Cc2ccccc2)CC1,10%,2%,-3.8,3%,-3,-5,11%,13,-6%
COc1ccccc1NC(=O)CSc1nncs1,-21%,?,0.4,-5%,-2,-9,-2%,0,1%
CNC(=O)c1sccc1-n1cccc1,10%,-1%,-3.3,-1%,1,-3,-2%,-12,6%
CC(=O)Nc1ccccc1NC(=O)c1ccccc1-c1ccccc1,9%,-28%,-0.7,-8%,6,2,3%,-27,5%
Cc1cc(C(=O)CSc2nnc(-c3ccco3)o2)c(C)n1C,-21%,-4%[11.6 µM],-3.9,-26%,-9,7,19%,10,-9%
Cc1c(NC(=O)C(C)OC(=O)c2ccc(Br)o2)c(=O)n(-c2ccccc2)n1C (configuration not stated),2%,7%,0.0,0%,-3,4,2%,11,-11%
Cc1cccc(OCCCC(=O)Nc2ccc(N3CCOCC3)cc2)c1,13%,-14%,-3.0,-24%,/,14,0%,7,-1%
COC(=O)c1ccc(Nc2nc(C)nc3c2nnn3Cc2ccccc2)cc1,1%,9%,-3.5,-2%,3,4,1%,-5,-11%
CCOc1c(Br)cc(/C=C2/SC(=O)N(CC(=O)N3CCCC3)C2=O)cc1OC,26%,4%,-0.4,-12%,-2,-3,-1%,-20,4%
O=C(NCc1ccccc1Br)c1ccncc1,4%,12%,-2.4,-2%,7,0,4%,-3,-8%
CC(C)C(C)(C#N)NC(=O)CSc1nnc(-c2ccccc2)o1 (configuration not stated),-15%,-7%,-0.1,2%,3,-2,-3%,-12,-14%
c1ccc(CCSc2nccn2-c2ccccc2)cc1,?,-10%,-0.4,-8%,8,1,7%,14,4%
COc1ccc(-c2cc(C(F)(F)F)nc(S(=O)(=O)CCCC(=O)Nc3cccnc3Cl)n2)cc1OC,?,?,-2.5,-19%,2,-11,1%,?,?
CCCN(CCC)Cc1c(C(=O)N/N=C/c2c[nH]c3ccccc23)nnn1-c1nonc1N,?,-7%,-0.3,5%,-63*,4,7%,-1,-29%

Remaining list, next part.
SMILES,GLP-1R inv ag,WRN inhibitor,IL-2 act,PLK1 PBD block,PI5P4K alpha inh,D3 ag,GLP1R ag,D3 antag,GLP1R cytotox
O=C(c1ccco1)C(O)c1ccco1 (configuration not stated),2%,-6%,1.7,?,8,-4,2%,-2,-2%
O=C(CNC(=O)C1CCCCC1)Nc1ccccc1,3%,-3%,1.1,-1%,0,-1,0%,-4,-5%
CC1CC(C)CN(C(=O)c2cc3ccccc3o2)C1 (configuration not stated),?,-12%,-1.1,-4%,-16,-3,10%,-18,-7%
CCCCn1nnnc1C(c1cc2ccccc2o1)N1CCN(CCN(C)C)CC1 (configuration not stated),?,-4%,-0.3,3%,14,2,3%,18,-14%
CC(C)n1c(N)c(C#N)c2ccc([N+](=O)[O-])cc2c1=O,40%[activator],3%,-1.2,-14%,0,-7,12%,?,0%
C=CCC1C=CCC(CC=C)N1C(=O)c1ccccc1[N+](=O)[O-] (configuration not stated),?,-4%,-0.6,-9%,2,2,-4%,17,-8%
COc1ccccc1-n1ccnc1SCC(=O)NCc1ccco1,-18%,-7%,-0.4,24µM*,-10,-1,4%,-14,-1%
COc1ccccc1C(=O)Nc1ccc2c(c1)nc(CCNC(=O)c1ccco1)n2C,0%,-4%,-3.1,-11%,-9,-30,11%,-18,-13%
COC(=O)CSc1nnc(-c2ccc(NS(=O)(=O)c3ccccc3)cc2)o1,6%,-6%,-0.2,0%,7,1,-8%,0,-8%
Cc1cc(Nc2ccc3c(c2)OCCO3)c2cc(Cl)ccc2n1,?,-4%,-0.2,-6%,-11,-4,-4%,0,10%
NS(=O)(=O)c1ccc(CNC(=O)/C=C/c2ccco2)cc1,33%[activator],?,0.2,?,?,0,-5%,-1,7%
O=C(NCC(=O)N(CC1CCCO1)C(C(=O)NC1CCCCC1)c1ccccc1)c1ccco1 (configuration not stated),-2%,-4%,3.1,5%,-1,1,-6%,-9,8%
CCC(=O)Nc1ccc(NC(=O)C23CC4CC(CC(C4)C2)C3)cn1,-9%,-1%,0.8,-22%,-16,-1,0%,2,-3%
Cc1ccc(NC(=O)NC(=O)N(C(C)C)S(=O)(=O)c2ccc(C)cc2)cc1,1%,2%,1.4,-13%,3,6,13%,-8,-1%
Cc1cc2c(cc(C(=O)N3CCC(C(=O)N4CCCC4)CC3)n2Cc2c(F)cccc2Cl)o1,3%,-2%,-1.2,-2%,10,-1,-4%,2,1%
CCn1c(=O)n(CC)c2cc([N+](=O)[O-])ccc21,53%[activator],8%,-0.6,0%,1,2,11%,-14,3%
COc1ccc(CN(CC(O)COCc2ccccc2)S(=O)(=O)c2ccccc2Br)cc1OC (configuration not stated),?,-6%,-0.9,-10%,-6,-7,5%,-1,-2%
COc1cccc(CNC(=S)NC2CC2)c1,-3%,4%,-3.4,-10%,3,0,0%,-11,24%
Cc1cccc(-n2ccnc2SCC(=O)Nc2ccccc2C(F)(F)F)c1,-16%,/,/,/,/,-6,4%,/,-1%
CCOc1ncccc1C(=O)Nc1cc(S(=O)(=O)N2CCCCC2)ccc1C,19%,-8%,0.5,-10%,-1,0,-5%,-5,1%

A second format for some results above:
COc1cccc(CNC(=S)NC2CC2)c1
- GLP-1R inv ag: -3%
- WRN inhibitor: 4%
- IL-2 act: -3.4
- PLK1 PBD block: -10%
- PI5P4K alpha inh: 3
- D3 ag: 0
- GLP1R ag: 0%
- D3 antag: -11
- GLP1R cytotox: 24%

Cc1cc(Nc2ccc3c(c2)OCCO3)c2cc(Cl)ccc2n1
- GLP-1R inv ag: ?
- WRN inhibitor: -4%
- IL-2 act: -0.2
- PLK1 PBD block: -6%
- PI5P4K alpha inh: -11
- D3 ag: -4
- GLP1R ag: -4%
- D3 antag: 0
- GLP1R cytotox: 10%

Next part.
SMILES,GLP-1R inv ag,WRN inhibitor,IL-2 act,PLK1 PBD block,PI5P4K alpha inh,D3 ag,GLP1R ag,D3 antag,GLP1R cytotox
NC(N)=N/N=C/c1ccc(Cl)cc1Cl,?,-1%,-0.4,-9%,-8,-37,2%,-24,?
CC(C)CN(C(=O)COC(=O)C1c2ccccc2Oc2ccccc21)C1CCS(=O)(=O)C1 (configuration not stated),?,-2%,2.2,-3%,11,5,0%,0,-22%
CCc1ccc(N2CC(C(=O)Nc3ccc(S(=O)(=O)Nc4nccs4)cc3)CC2=O)cc1 (configuration not stated),1%,-1%,0.4,-20%,-1,1,-1%,4,-3%
COc1ccc(NC(=O)C(=O)c2cn(CC(=O)N3CCCC3)c3ccccc23)cc1,-23%,12%,-3.6,-3%,-12,-10,20%,?,?
COc1ccc(C(=O)Nc2ccc(NC(C)=O)cc2)cc1S(=O)(=O)N(C)Cc1ccccc1,-29%,1%,-0.7,-5%,0,-3,2%,9,-19%
CCOc1ccccc1NC(=O)C(NC(=O)C1CCC(C)CC1)C(C)C (configuration not stated),-13%,-3%,0.8,-12%,4,1,3%,-8,11%
Cc1ccc(CONC(=O)c2ccc(OC(F)F)cc2)cc1,4%,1%,-1.7,-8%,3,5,-3%,-10,-5%
COc1ccc2c(c1)C(=O)CC(c1ccccc1)O2 (configuration not stated),?,12%,-0.1,-5%,3,3,13%,-13,3%
CCCCCCCCCn1c2c(c(=N)c3c1CCC3)CCC2,?,-36%,-0.9,-24%,-1,-3,-36%[inhibitor],-56*,?
O=C1c2cc(O)cc(O)c2C(=O)c2c1cc(O)c([C@@H](CO)CCO)c2O,10%,-13%[11.6 µM],0.1,-23%,-51*,-21,6%,-53*,-24%
O=C(c1cnn2c(C(F)F)cc(C3CC3)nc12)N1CCCC1,-5%,-15%,-1.8,-6%,/,25,26%,12,-16%
Cn1c(=O)c2c(nc(NCc3cccnc3)n2Cc2ccc(Cl)cc2)n(C)c1=O,-14%,9%,0.5,1%,-1,2,6%,8,-18%
COc1cc(C=O)ccc1OCC(=O)Nc1cccc(S(=O)(=O)N(C)c2ccccc2)c1,15%,-4%,-2.5,1%,-8,15,8%,3,17%
COc1ccc(CNc2ccccc2)cc1Br,10%,-24%,-1.8,3%,/,-15,6%,-24,4%
Cc1noc(C)c1C(=O)OCC(=O)c1c[nH]c2ccccc12,5%,-11%,-1.7,-9%,-10,-3,11%,-20,-16%
CNC(=O)c1cc(S(=O)(=O)NC2CCCCCC2)ccc1C,2%,6%,-1.5,-2%,0,2,-1%,-1,-9%
CCC(C)NC(=O)c1ccc(CSCc2cccc(F)c2)o1 (configuration not stated),0%,-8%,-2.1,-2%,/,3,7%,15,4%
COc1ccc(CN(C)C(=O)c2cc(S(=O)(=O)Nc3ccccc3F)ccc2C)c(OC)c1,-6%,-16%,-1.9,-2%,1,-7,-2%,-13,-9%
CCc1noc(C)c1C(=O)NCCc1ccc(S(N)(=O)=O)cc1,-5%,-2%,0.6,-1%,3,-17,5%,0,19%
Cc1ccc(C)c(CNc2ccc(S(=O)(=O)N3CCCCC3)cc2)c1,?,-10%,-1.1,-21%,-3,-1,-4%,-27,4%
